Assay outcomes (PubChem BioAssay)
L3MBTL1 inh = blocks human L3MBTL1; Potency, µM (top dose mostly 57.1 µM), for the others: at the highest dose activity, negative = inhibition, hits mostly inhibitors; AID 485360; 230,000 compounds, 0.66% hits; Q9Y468; AlphaScreen L3MBTL1–H3K9me1 peptide binding; note: nearly all actives have a fitted effect of over 60% in size
Target sequence (Q9Y468 whole entry, looked up): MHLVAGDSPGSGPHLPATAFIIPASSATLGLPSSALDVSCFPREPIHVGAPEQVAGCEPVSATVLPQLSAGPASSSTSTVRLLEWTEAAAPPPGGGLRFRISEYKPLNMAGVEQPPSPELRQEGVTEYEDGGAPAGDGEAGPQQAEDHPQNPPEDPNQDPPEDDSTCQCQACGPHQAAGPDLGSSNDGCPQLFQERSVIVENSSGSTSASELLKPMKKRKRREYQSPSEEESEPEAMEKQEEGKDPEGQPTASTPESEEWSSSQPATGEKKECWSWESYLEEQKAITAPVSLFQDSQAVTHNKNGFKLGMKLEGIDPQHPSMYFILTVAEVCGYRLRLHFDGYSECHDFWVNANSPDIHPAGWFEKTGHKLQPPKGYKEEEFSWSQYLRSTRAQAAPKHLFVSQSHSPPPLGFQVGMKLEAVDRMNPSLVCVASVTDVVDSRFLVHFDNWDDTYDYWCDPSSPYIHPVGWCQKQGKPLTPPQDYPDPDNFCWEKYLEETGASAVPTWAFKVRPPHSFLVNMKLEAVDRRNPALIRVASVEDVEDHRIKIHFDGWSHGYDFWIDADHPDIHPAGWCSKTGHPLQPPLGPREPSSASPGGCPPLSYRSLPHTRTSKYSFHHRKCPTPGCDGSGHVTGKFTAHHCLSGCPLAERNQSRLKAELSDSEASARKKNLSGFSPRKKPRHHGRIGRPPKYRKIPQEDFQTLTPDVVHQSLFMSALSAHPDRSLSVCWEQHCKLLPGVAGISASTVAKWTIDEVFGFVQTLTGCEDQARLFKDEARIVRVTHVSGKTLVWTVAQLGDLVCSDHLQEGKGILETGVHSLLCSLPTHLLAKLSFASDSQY
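Displacement of a biotinylated histone H3(1-15) peptide monomethylated at Lys9 (75 nM) from L3MBTL1 (50 nM) was measured by AlphaScreen after a 30 min room-temperature compound incubation; cefsulodin titration served as intraplate control.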
GoLoco inh red = inhibitors of human Gai1-RGS12 GoLoco interaction (red fluorophore). P63096. Gai1:RGS12 GoLoco peptide FP, rhodamine, 10 min. Potency, µM (top dose mostly 61.6 µM), for the others: top-dose activity, negative = inhibition, actives largely listed as inhibitors. 230,000 compounds, 0.44% hits. AID 880; active = well fitted inhibition curve with a large enough effect, not every such curve was filed as active; inactive = no such curve, though single readings can be large or run the other way; note: nearly all actives have a fitted effect of over 30% in size; many of its hits are not listed in these tables
TRb-SRC2 inh = TRbeta-SRC2 interaction inhibition; P10828; Potency, µM (doses to about 106 µM), without a hit: top-dose activity change, negative = inhibition, usual class: inhibitors; AID 1469; TRbeta-SRC2 peptide binding, fluorescence polarization; receptor liganded with 1 µM T3; 280,000 compounds, 0.065% hits;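 note: plate controls were bound peptide for no effect and peptide without receptor for full effect; nearly all actives have a fitted effect of over 50% in size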
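Fluorescence polarization of 20 nM Texas Red SRC2 peptide (20-aa NR interaction domain) bound to 0.6 uM human TRb ligand-binding domain, with 1 uM T3, after 5 hr at ambient temperature; inhibition seen as decreased polarization.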
GAA inhib = blocks human lysosomal alpha-glucosidase; P10253; purified human GAA, 4-MU-alpha-glucoside fluorescence; Potency, µM (highest dose often 76.9 µM), inactives show at the top dose activity change, negative = inhibition, actives largely listed as inhibitors; 200,000 compounds, 0.005% hits; AID 1466;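 note: plate controls were uninhibited enzyme wells for no effect and no-enzyme background for full effect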
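Endpoint fluorogenic read: 20 min room-temperature reaction of 4 nM human alpha-glucosidase with 400 uM 4-methylumbelliferyl-alpha-D-pyranoside, pH 5.0, quenched with 1M NaOH/1M glycine pH 10. AC50 from Hill modeling.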
aGlu spleen mod = lysosomal alpha-glucosidase (human) modulation | P10253 | Potency, µM (series often up to 79.9 µM), for inactives: top-dose activity change, negative = inhibition, actives largely listed as inhibitors | human spleen homogenate, 4-MU-alpha-glucoside fluorescence | 240,000 compounds, 0.006% hits;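 note: 0% = enzyme with vehicle and -100% = no enzyme basal signal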
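Enzyme source: human spleen homogenate, 1 ug/well. Buffer 50 mM citric acid/K phosphate pH 5.0, 0.01% Tween-20. 4-MU-alpha-glucoside 1 mM; 37 C x 40 min; NaOH/glycine stop; fluorescence.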
GAA glycogen mod = inhibitors or activators of human alpha-glucosidase glycogen cleavage. recombinant GAA, glycogen substrate, Amplex Red glucose oxidase fluorescence. AID 2100. P10253. Potency, µM (titrated, usually from 76.4 µM), without a hit: at the highest dose activity change, negative = inhibition, hits mostly inhibitors. 300,000 compounds, 0.38% hits;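 note: 0% = full enzyme reaction and -100% = no-enzyme basal signal; the screen sought inhibitors and activators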
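Recombinant human alpha-glucosidase (4 nM final) hydrolysed bovine liver glycogen (30 ug) for 40 min at 37 C in pH 5.0 citrate/phosphate with 0.01% Tween-20. Released glucose detected by glucose oxidase/Amplex Red, Ex 573/Em 610 nm. Compounds up to 77 uM; AC50 from Hill fits.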
RECQ1 helicase = RECQ1 (human) helicase inhibition; Potency, µM (doses to about 57.3 µM), without a hit: at the top dose activity, negative = inhibition, usual class: inhibitors; 240,000 compounds, 0.54% hits; RECQ1 DNA unwinding, red fluorescence kinetic read; P46063; AID 2549;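 note: plate controls were vehicle for no effect and no enzyme for full effect; nearly all actives have a fitted effect of over 30% in size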
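RECQ1T1 50 nM; forked duplex (20 bp + 30-nt ss tails) 200 nM, ATP 2 mM final; pH 8.0, 2 mM MgCl2, 2.5 ug/ml poly(dI-dC); 15 min compound preincubation; discontinuous kinetic read over 2 h at RT.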
TexasRed fluor = alters Texas Red total fluorescence, flagging assay interference | TRb/SRC2 Texas Red total fluorescence interference | Potency, µM (top dose mostly 106 µM), without a hit: at the highest dose fluorescence change, negative = quenching | AID 1479 | 280,000 compounds, 0.29% hits; active = well fitted curve in either direction with a large enough effect; inconclusive = small, poorly fitted or top-dose-only effect
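Flags fluorescent or light-absorbing compounds by total fluorescence, S + 2P, at 555 nm excitation and 632 nm emission. Mixture: 20 nM Texas Red SRC2 peptide, 0.6 uM human TRb LBD, 1 uM T3, 5% DMSO; compound exposure 5 h at ambient temperature.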
* marks the source's active call; other numbers are inactive results; i = inactive; ? = inconclusive; . = no result given; [ ] = remark or other dose. Unless noted, calls come from the whole dose curve; as a rule, active = well fitted curve in the direction sought with a large enough effect; inconclusive = small, poorly fitted or top-dose-only effect, or another doubt; inactive = no such curve, though single readings can be large; an effect the other way counts as inactive or inconclusive. Unless noted, % is set by controls: 0 for no effect and ±100 for the full control effect; potency is the fitted concentration of half-maximal effect. These rows are one share of the data; the hit share may differ from the screen's.

SMILES	L3MBTL1 inh	GoLoco inh red	TRb-SRC2 inh	GAA inhib	aGlu spleen mod	GAA glycogen mod	RECQ1 helicase	TexasRed fluor
CC(C)Cc1nc(N2CCN(C(=O)C(C)C)CC2)c(C#N)c2c1CCC2	5.7%	3.1%	-3.2%	5.8%	-2.2%	-11.1%	2.2%	1.6%
O=S(=O)(c1ccc(NC2CCCc3ccccc32)nc1)N1CCOCC1 (stereo not drawn)	2.3%	6.9%	3.4%	?	-0.5%	-23.5%	-7.0%	-2.3%
Cc1noc(C)c1COc1ccc(C(=O)OCC(=O)N2c3ccccc3NC(=O)C2(C)C)cc1	.	14.9%	-7.5%	-0.6%	-13.3%	-1.8%	-26.3%	-6.1%
O=C(NCCc1nc2ccccc2[nH]1)/C(=C/c1ccc(F)cc1)NC(=O)c1ccco1	-2.8%	-5.8%	-4.9%	.	2.0%	7.9%	-1.4%	-0.2%
COc1cccc(CNC(=O)C2CCN(S(=O)(=O)c3ccc4c(c3)CCC(=O)N4)CC2)c1	.	8.9%	5.7%	-10.6%	-3.0%	3.9%	1.3%	1.0%
CCO[C@H]1OC(C(=O)N2CCOCC2)=C[C@@H](c2ccc(C(F)(F)F)cc2)[C@@H]1CCCO	6.2%	3.3%	-7.3%	.	-0.1%	7.2%	-11.9%	-0.8%
CCC(=O)c1ccc(OCC(=O)Nc2ccc3nc(C)sc3c2)cc1	.	2.2%	-6.1%	.	0.9%	8.8%	i	-1.3%
COc1ccc(N(C(=O)/C=C/C(=O)Nc2cc(C)on2)C(C(=O)NC2CCCC2)c2ccccc2C)cc1 (stereo not drawn)	-11.8%	5.2%	-10.5%	-1.4%	-6.1%	-15.0%	i	-0.7%
O=C(COc1ccccc1)NNc1nc2c(F)cccc2s1	4.6%	8.8%	-2.8%	9.4%	-0.2%	?	i	1.5%
CCc1ccccc1NC(=S)NNC(=O)c1ccccc1Cl	-4.1%[11.4 µM]	21.9%	-4.2%	1.7%	0.5%	?	i	-5.8%
O=C(CSc1nc2c(sc3ccccc32)c(=O)n1Cc1ccccc1)NCC1CCCO1 (stereo not drawn)	.	5.0%	-7.9%	-0.4%	-0.5%	-3.2%	i	-5.0%
CCOC(=O)C1=NN(c2cccc(Cl)c2)C2=NC(C)=C(C(=O)OC)C(c3cccs3)N12 (stereo not drawn)	-3.0%	1.3%	11.2%	-5.2%	0.1%	-8.3%	i	7.6%
CCOC(=O)c1c(-c2cccs2)csc1NC(=O)C(C)(C)C	.	-2.5%	-5.4%	-12.1%	-10.7%	7.0%	i	-5.9%
O=S(=O)(NC1CCN(Cc2ccccc2)CC1)c1ccc(Cl)cc1	-2.3%	2.3%	0.3%	1.2%[15.4 µM]	-3.2%	10.3%	-3.4%	-0.6%
C=C1C2(C(=O)Nc3ccc(SC(F)F)cc3)CCC(C2)C1(C)C (stereo not drawn)	-1.6%	-12.2%	-2.6%	-3.4%[15.4 µM]	4.6%	-6.6%	-14.3%	-1.6%

12 neighbouring entries already listed, quoted:
SMILES	L3MBTL1 inh	GoLoco inh red	TRb-SRC2 inh	GAA inhib	aGlu spleen mod	GAA glycogen mod	RECQ1 helicase	TexasRed fluor
O=C(NCCc1nc2ccccc2[nH]1)/C(=C/c1ccc(F)cc1)NC(=O)c1ccco1	-2.8%	-5.8%	-4.9%	.	2.0%	7.9%	-1.4%	-0.2%
COc1cccc(CNC(=O)C2CCN(S(=O)(=O)c3ccc4c(c3)CCC(=O)N4)CC2)c1	.	8.9%	5.7%	-10.6%	-3.0%	3.9%	1.3%	1.0%
CCO[C@H]1OC(C(=O)N2CCOCC2)=C[C@@H](c2ccc(C(F)(F)F)cc2)[C@@H]1CCCO	6.2%	3.3%	-7.3%	.	-0.1%	7.2%	-11.9%	-0.8%
CCC(=O)c1ccc(OCC(=O)Nc2ccc3nc(C)sc3c2)cc1	.	2.2%	-6.1%	.	0.9%	8.8%	i	-1.3%
COc1ccc(N(C(=O)/C=C/C(=O)Nc2cc(C)on2)C(C(=O)NC2CCCC2)c2ccccc2C)cc1 (stereo not drawn)	-11.8%	5.2%	-10.5%	-1.4%	-6.1%	-15.0%	i	-0.7%
O=C(COc1ccccc1)NNc1nc2c(F)cccc2s1	4.6%	8.8%	-2.8%	9.4%	-0.2%	?	i	1.5%
CCc1ccccc1NC(=S)NNC(=O)c1ccccc1Cl	-4.1%[11.4 µM]	21.9%	-4.2%	1.7%	0.5%	?	i	-5.8%
O=C(CSc1nc2c(sc3ccccc32)c(=O)n1Cc1ccccc1)NCC1CCCO1 (stereo not drawn)	.	5.0%	-7.9%	-0.4%	-0.5%	-3.2%	i	-5.0%
CCOC(=O)C1=NN(c2cccc(Cl)c2)C2=NC(C)=C(C(=O)OC)C(c3cccs3)N12 (stereo not drawn)	-3.0%	1.3%	11.2%	-5.2%	0.1%	-8.3%	i	7.6%
CCOC(=O)c1c(-c2cccs2)csc1NC(=O)C(C)(C)C	.	-2.5%	-5.4%	-12.1%	-10.7%	7.0%	i	-5.9%
O=S(=O)(NC1CCN(Cc2ccccc2)CC1)c1ccc(Cl)cc1	-2.3%	2.3%	0.3%	1.2%[15.4 µM]	-3.2%	10.3%	-3.4%	-0.6%
C=C1C2(C(=O)Nc3ccc(SC(F)F)cc3)CCC(C2)C1(C)C (stereo not drawn)	-1.6%	-12.2%	-2.6%	-3.4%[15.4 µM]	4.6%	-6.6%	-14.3%	-1.6%

Other entries follow:
SMILES	L3MBTL1 inh	GoLoco inh red	TRb-SRC2 inh	GAA inhib	aGlu spleen mod	GAA glycogen mod	RECQ1 helicase	TexasRed fluor
COc1ccc(C2OC(=O)Cc3cc(OC)c(OC)cc32)cc1 (stereo not drawn)	1.2%	10.8%	-0.6%	3.8%[15.4 µM]	4.3%	1.7%	-12.5%	-0.6%
CCC(C)c1ccc(OCCn2cc(/C=N/NC(=O)CSc3nnc(C)s3)c3ccccc32)cc1 (stereo not drawn)	.	22.8%	-4.1%	?	-2.6%	-5.7%	i	-8.3%
O=S(=O)(Nc1ccccc1)c1ccc(F)cc1	.	2.6%	2.3%	-5.8%	4.8%	2.0%	-28.3%	3.4%
CCc1ccc(NC(=O)C(C)Nc2ccc(S(=O)(=O)NC(C)=O)cc2)cc1 (stereo not drawn)	3.6%	-23.8%	-2.9%	-7.3%	-4.9%	6.7%	-9.6%	-1.5%
CCO[C@@H]1OC(C(N)=O)=C[C@H](C2CCCCC2)[C@H]1CCCO	.	-0.1%	2.3%	.	-7.8%	1.7%	1.2%	-0.1%
O=C(CCSCCC(=O)N1CCCC1)N1CCCC1	21.8%[11.4 µM]	12.4%	6.4%	-6.6%	-4.7%	-5.1%	0.2%	-0.5%
Cc1ccc(S(=O)(=O)C2(C(=O)NCc3ccccc3Cl)CC2)cc1	9.3%	-21.9%	3.9%	.	5.0%	0.6%	-16.5%	1.6%
Cn1cnnc1SCC(=O)N1c2ccccc2-c2c(ssc2=S)C1(C)C	-5.8%	4.5%	-16.9%	-10.3%	-17.1%	3.6%	i	0.9%
COc1ccc(C(=O)Nc2ccc(NC(=O)c3cccs3)cc2)cc1Cl	2.0%	-10.3%	2.6%	4.1%	-4.2%	-0.9%	-13.1%	?
Cc1nn(C(=O)c2ccc3c(c2)OCO3)c(N)c1-c1ccccc1	-10.6%	0.1%	-7.3%	-1.7%	-2.3%	-13.2%	i	0.6%
CN1CCN(CCC(=O)Nc2ccc(OCc3ccccc3)cc2)CC1	-1.1%	-0.5%	-1.9%	-1.9%	-11.7%	-4.4%	i	-1.2%
CC(=O)NCCN=Cc1sc2ccccc2c1O	1.3%	11.1%	-19.3%	-2.4%	-7.5%	2.9%	-1.6%	-1.8%
Cc1ccc2nc(-c3ccc(SCC(=O)Nc4ccc5c(c4)OCCO5)nc3)[nH]c2c1	3.0%	8.2%	-3.9%	?	-0.4%	-5.3%	-5.8%	0.4%
CC(=O)c1ccccc1OC(=O)c1ccco1	.	-10.0%	-0.1%	-12.7%	0.1%	2.6%	-5.7%	-3.6%
CC(=O)c1c(C)[nH]c(C(=O)CSc2nnc3ccccn23)c1C	2.9%	12.0%	-1.3%	6.9%	-9.6%	8.4%	-18.6%	-1.0%
